Screens: PubChem, National Center for Advancing Translational Sciences (NCATS)
TrxR1 substrate: substrates of rat thioredoxin reductase 1. purified TrxR1 substrate turnover, NADPH consumption readout. 0.01% of 390,000 active. Potency, µM (doses to about 114 µM), for inactives: top-dose activity change, negative = substrate turnover; note: % is set by controls: 0 for no effect and ±100 for the full control effect; nearly all actives have a fitted effect of over 50% in size
Target sequence (O89049 whole entry, looked up): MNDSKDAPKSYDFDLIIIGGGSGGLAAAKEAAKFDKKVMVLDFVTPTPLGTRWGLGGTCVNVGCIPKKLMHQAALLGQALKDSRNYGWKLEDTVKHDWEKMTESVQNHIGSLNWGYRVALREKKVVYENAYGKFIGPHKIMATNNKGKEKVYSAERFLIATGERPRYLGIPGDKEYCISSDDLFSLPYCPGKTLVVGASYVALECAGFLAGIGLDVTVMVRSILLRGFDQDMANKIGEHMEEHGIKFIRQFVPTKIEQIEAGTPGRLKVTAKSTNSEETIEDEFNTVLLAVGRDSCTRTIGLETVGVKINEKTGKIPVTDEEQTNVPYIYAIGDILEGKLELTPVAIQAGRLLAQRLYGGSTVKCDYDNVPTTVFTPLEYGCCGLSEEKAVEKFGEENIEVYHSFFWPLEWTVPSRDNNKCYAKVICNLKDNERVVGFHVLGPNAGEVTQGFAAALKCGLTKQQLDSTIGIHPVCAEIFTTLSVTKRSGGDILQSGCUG
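Rat TrxR1, dispensed at 90 nM, was prereduced with 400 uM NADPH (final) for 5 min at ~22 deg C, then incubated with compound 15 min before 400 uM selenite. A first-read NADPH fluorescence drop versus no-compound background flagged substrates.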
Vif-A3G inh: blocks the Vif interaction with human APOBEC3G; Q9HC16; 0.076% of 410,000 active; Potency, µM (doses to about 46.1 µM), inactives show at the top dose activity, negative = active, actives largely listed as inhibitors; HeLa A3G-eYFP + Vif (tagged APOBEC3G with the HIV-1 protein that degrades it), YFP fluorescence, overnight;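 note: % is set by controls: 0 for no effect and ±100 for the full control effect; nearly all actives have a fitted effect of over 60% in size; hits raise eYFP signal because A3G escapes Vif-driven loss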
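HeLa cells stably expressing Vif and C-terminally eYFP-tagged A3G, seeded overnight at 37 deg C, then exposed to compound by pintool overnight at 37 deg C. Rise in yellow fluorescence (Ex 488/Em 500-530, Acumen) marks blocked Vif-driven A3G degradation.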
RGS4 inhibitor: blocks human RGS4-accelerated GTP hydrolysis. 0.039% of 390,000 active. AID 504845. Potency, µM (series often up to 114 µM), without a hit: at the top dose activity change, negative = inhibition, most hits filed as inhibitors. Transcreener GDP fluorescence polarization, RGS4-accelerated GTP hydrolysis; note: % is set by controls: 0 for no effect and ±100 for the full control effect; nearly all actives have a fitted effect of over 75% in size; some results filed as inactive show a strong effect at the top dose
Target sequence (P49798 whole entry, looked up): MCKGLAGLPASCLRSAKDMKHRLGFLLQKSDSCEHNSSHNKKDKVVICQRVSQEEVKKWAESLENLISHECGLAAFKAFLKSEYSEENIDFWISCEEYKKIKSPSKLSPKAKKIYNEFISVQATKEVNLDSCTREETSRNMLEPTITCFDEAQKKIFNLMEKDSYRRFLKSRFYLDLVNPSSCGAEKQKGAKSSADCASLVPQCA
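MLSMR compounds (23 nl, pin-transferred) preincubated 10 min at room temperature with a 500nM (2x) first reagent, then RGS4 at 900nM (2x) plus Transcreener GDP mix added; fluorescence polarization (620/688 nm) read before and after 90 min at 30 °C.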
RXFP1 ag: activates the human relaxin receptor RXFP1 | Q9HBX9 | AID 2676 | Potency, µM (highest dose often 57.5 µM), inactives show at the top dose activation, usual class: activators | HEK293T-RXFP1 cAMP TR-FRET, 30 min; response scale: percent of porcine relaxin response, buffer zero | 0.3% of 370,000 active; note: % is set by controls: 0 for no effect and ±100 for the full control effect; nearly all actives have a fitted effect of over 60% in size; many of its hits are not listed in these tables
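Agonist response is measured as cAMP accumulation in an RXFP1-transfected HEK293T line under PDE4 inhibition. Values are scaled between buffer-only and 29 nM porcine relaxin, and EC50s come from standard Hill equation fits.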
12-LOX inh: inhibitors of human 12S-lipoxygenase ALOX12; 1.1% of 580,000 active; Potency, µM (highest dose often 108 µM), for inactives: at the top dose activity change, negative = inhibition, usual class: inhibitors; P18054; purified 12hLO, xylenol orange hydroperoxide absorbance; note: % is set by controls: 0 for no effect and ±100 for the full control effect
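Purified human 12hLO (150 nM final) in 25 mM Hepes, 0.01% Triton X-100, pH 7.0 was preincubated 15 min at room temperature with compound. Then 40 uM arachidonic acid was added, 30 min. Hydroperoxide was read by Fe-XO absorbance ratio 573/405 nm.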
TrxR1 inh: rat TrxR1 inhibition. O89049. recombinant rTrxR1, NADPH fluorescence consumption, selenite substrate. Potency, µM (top dose mostly 114 µM), for inactives: at the top dose activity change, negative = inhibition, usual class: inhibitors. 1% of 390,000 active; note: % is set by controls: 0 for no effect and ±100 for the full control effect; nearly all actives have a fitted effect of over 65% in size
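Rat TrxR1 (90 nM in the dispensed reagent) was pre-reduced with 400 uM NADPH for 5 min at room temperature, then incubated with compound for 15 min. After 400 uM selenite was added, NADPH fluorescence (Ex 340/Em 450 nm) was followed for 8 min.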
Vif-A3F inh: blocks the Vif interaction with APOBEC3F; AID 602313; HeLa A3F-eYFP + Vif (tagged APOBEC3F with the HIV-1 protein that degrades it), YFP fluorescence increase; 0.2% of 390,000 active; Potency, µM (doses to about 46.1 µM), inactives show top-dose activity, negative = active; note: % of control where 0% means no effect; nearly all actives have a fitted effect of over 65% in size
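HeLa cells stably expressing Vif plus C-terminally eYFP-tagged A3F were seeded, incubated overnight at 37 deg C, dosed with compound, incubated overnight again at 37 deg C. Yellow fluorescence (Ex 488/Em 500-530) reported blocked Vif-mediated A3F-eYFP degradation.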
IDH1 R132H inh: human IDH1 R132H inhibition; O75874; IDH1-R132H enzyme, NADPH consumption, diaphorase/resazurin fluorescence; Potency, µM (highest dose often 76.6 µM), without a hit: at the highest dose activity change, negative = inhibition, hits mostly inhibitors; 0.093% of 390,000 active; AID 602179; note: % is set by controls: 0 for no effect and ±100 for the full control effect; nearly all actives have a fitted effect of over 65% in size
Target sequence (O75874 whole entry R132H, stated change not applied): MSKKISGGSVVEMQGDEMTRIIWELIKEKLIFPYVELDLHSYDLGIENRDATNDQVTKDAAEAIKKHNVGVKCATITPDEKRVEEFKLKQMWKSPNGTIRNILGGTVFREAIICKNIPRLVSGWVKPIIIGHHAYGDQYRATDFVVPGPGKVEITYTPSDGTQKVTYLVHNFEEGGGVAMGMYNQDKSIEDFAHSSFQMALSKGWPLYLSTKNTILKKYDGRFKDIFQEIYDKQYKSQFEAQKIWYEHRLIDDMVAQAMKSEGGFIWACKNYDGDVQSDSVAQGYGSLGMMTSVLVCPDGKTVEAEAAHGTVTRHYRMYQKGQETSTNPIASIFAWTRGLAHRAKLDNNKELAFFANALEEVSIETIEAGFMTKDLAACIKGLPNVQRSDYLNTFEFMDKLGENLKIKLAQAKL
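IDH1-R132H (0.5 ug/mL dispensed) in pH 7.5 Tris buffer was preincubated 30 min with compound, then given a substrate mix of 0.016 mM NADPH and 2 mM alpha-KG for 80 min at room temperature; remaining NADPH was read by diaphorase/resazurin fluorescence.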
USP1 inh: blocks the human USP1/UAF1 deubiquitinase complex | O94782 | recombinant USP1/UAF1, Ub-Rhodamine cleavage fluorescence | Potency, µM (titrated, usually from 57.1 µM), for the others: top-dose activity change, negative = inhibition, usual class: inhibitors | 0.23% of 390,000 active | AID 743255; note: % is set by controls: 0 for no effect and ±100 for the full control effect; nearly all actives have a fitted effect of over 60% in size; inactives centre near -12
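Step one: compound is pinned into 1nM USP1/UAF1 in HEPES pH 7.8 buffer with TCEP. Step two: 15 min room-temperature incubation. Step three: Ub-Rho (150nM final) starts cleavage, tracked by fluorescence over six one-minute reads.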
* hit, by the source's call; ? = inconclusive; · = not tested or not shown; & = joins results of further samples; [ ] = another dose, or the depositor's remark. Calls come from the whole dose curve; as a rule, active = well fitted curve in the direction sought with a large enough effect; inconclusive = small, poorly fitted or top-dose-only effect, or another doubt; inactive = no such curve, though single readings can be large; an effect the other way counts as inactive or inconclusive. Potency is the fitted concentration of half-maximal effect.

item	SMILES	TrxR1 substrate	Vif-A3G inh	RGS4 inhibitor	RXFP1 ag	12-LOX inh
1	CCNC(=O)C(=O)Nc1cc2c3c(c1)CCC(=O)N3CCC2	4%	1%	20%	1.3%	4%
2	CC(=O)Nc1ccc(S(=O)(=O)N2CCCC(C(=O)N3CCN(c4ccccc4)CC3)C2)cc1 (stereo not given)	-9%	0%	-24%	-0.6%	-14%
3	COc1ccc(-c2cc(C3CCN(Cc4cccc(C(F)(F)F)c4)CC3)[nH]n2)cc1	-2%	-4%	-11%	1.9%	?
4	COc1ccc(CN2C(=O)C(CC(=O)NCc3cccc4ccccc34)CC(C(=O)N(C)C)=C2C)cc1 (stereo not given)	·	0%	·	·	2%
5	O=C(COC(=O)c1cccc(Cl)c1)Nc1cc(Cl)ccc1Oc1ccccc1	-3%	-7%	-32%	-2.1%	-27%
6	CC(C)(C)NC(=O)C12CCC(C)(c3nc4ccccc4nc31)C2(C)C (stereo not given)	-6%[57.1 µM]	1%	-16%	2.7%	30%[activator]
7	Cc1cc(C)cc(NC(=O)Cc2ccc(-n3cccc3)cc2)c1	4%	-9%	-9%	-0.2%	11%
8	COC(=O)c1ccc(N2CC3CNC(=O)C2(C(=O)OC)N3C)cc1 (stereo not given)	4%&-1%[57.1 µM]	-3%&-3%	-2%&-1%	·	?
9	CCC1(O)CC(C(=O)OC)=NN1C(=O)c1ccccc1 (stereo not given)	3%	2%	7%	1.0%	40%[activator]
10	COc1cccc(-c2nc(CS(=O)(=O)CC(=O)NCCc3cc(OC)ccc3OC)c(C)o2)c1	-1%	7%	53%	0.0%	29%&-5%
11	CC(C)CNC(=O)c1ccccc1NC(=O)CCSc1ccccc1	9%	-9%	-22%	3.2%	-10%
12	COc1ccc(-c2noc(CCC(=O)Nc3cccc(C)c3)n2)cc1	7%[57.1 µM]	1%	-8%[11.4 µM]	3.8%	40%[activator]

item	TrxR1 inh	Vif-A3F inh	IDH1 R132H inh	USP1 inh
1	23%	7%	-6%	-24%
2	-25%	12%	2%	-14%
3	15%	1%	-5%	-4%
4	·	-5%	0%	-15%
5	-5%	4%	8%	-9%
6	15%	-2%	3%	-8%
7	2%	11%	8%	-17%
8	3%&-6%[57.1 µM]	-10%&-5%	-9%&-6%	-27%&-13%
9	17%	-4%	-5%	-10%
10	18%	-1%	-3%	-5%
11	25%	-9%	0%	-27%
12	15%[57.1 µM]	10%	5%	-4%

Three successive records already listed, for reference:
item	SMILES	TrxR1 substrate	Vif-A3G inh	RGS4 inhibitor	RXFP1 ag	12-LOX inh
10	COc1cccc(-c2nc(CS(=O)(=O)CC(=O)NCCc3cc(OC)ccc3OC)c(C)o2)c1	-1%	7%	53%	0.0%	29%&-5%
11	CC(C)CNC(=O)c1ccccc1NC(=O)CCSc1ccccc1	9%	-9%	-22%	3.2%	-10%
12	COc1ccc(-c2noc(CCC(=O)Nc3cccc(C)c3)n2)cc1	7%[57.1 µM]	1%	-8%[11.4 µM]	3.8%	40%[activator]

item	TrxR1 inh	Vif-A3F inh	IDH1 R132H inh	USP1 inh
10	18%	-1%	-3%	-5%
11	25%	-9%	0%	-27%
12	15%[57.1 µM]	10%	5%	-4%

Remaining list, next part.
item	SMILES	TrxR1 substrate	Vif-A3G inh	RGS4 inhibitor	RXFP1 ag	12-LOX inh
13	CC(=O)c1ccc(NC(=O)CSc2nc3ccccc3c(=O)n2CCCN2CCOCC2)cc1	4%	-4%	-17%	·	24%
14	CCOC(=O)C1CCCN(C(=O)Cn2nc(C)c3c(C)n(-c4ccccc4)nc3c2=O)C1 (stereo not given)	-4%	2%	3%	2.1%	13%
15	CCC(=O)Nc1nnc(S(=O)(=O)N(CC)c2cc(C)cc(C)c2)s1	-21%[57.1 µM]	0%	-12%	0.2%	-5%
16	CC(C)(C)c1ccc(C(=O)Nc2ccc3nc(SCC(=O)N4CCCC4)sc3c2)cc1	-2%	-16%	10%	4.1%	0%
17	Cc1noc(C)c1COc1ccc(CC(=O)NCc2ccccc2)cc1	-10%	?	15%	0.2%	-6%
18	Cc1ccc(Cl)cc1N1CCN(S(=O)(=O)c2c(C)nc3scc(C)n3c2=O)CC1	7%	-8%	10%	4.6%	?
19	Cc1cccc(C)c1NC(=O)CCS(=O)(=O)c1cccc2nonc12	1%	-5%&5%	5%&1%	0.2%&0.6%	-5%&-21%
20	O=C(CSc1ncn[nH]1)Nc1nc(-c2cccc([N+](=O)[O-])c2)cs1	-5%	1%	27%[11.4 µM]	2.9%	30%[activator]
21	CCOC(=O)Nc1nc(C)c(C(=O)N(C)C)s1	2%	0%	5%	0.3%	-21%
22	CCOC(=O)N1CCc2c(sc3c2c(=O)n(-c2ccc(Cl)cc2)c(=O)n3CC(C)C)C1	1%	-5%	0%	1.5%	0%
23	O=C(Nc1ccccc1)N1CCN(C2c3ccccc3-c3ccccc32)CC1	6%[57.1 µM]	1%	6%	1.8%	143%[activator]
24	COc1ccc(-c2nnc(SCC(=O)Oc3cccc(C)c3C)o2)cc1	4%	6%	12%	0.5%	-16%

item	TrxR1 inh	Vif-A3F inh	IDH1 R132H inh	USP1 inh
13	30%	6%	4%	-20%
14	0%	-10%	5%	-7%
15	23%[57.1 µM]	-5%	6%	-22%
16	15%	-1%	4%	-3%
17	0%	-14%	6%	5%
18	16%	-4%	-1%	-28%
19	-23%&-22%	-1%&1%	-1%&-21%	-23%&-6%
20	-8%	0%	0%	-11%
21	11%	0%	2%	-6%
22	9%	-11%	0%	-16%
23	8%[57.1 µM]	0%	4%	-15%
24	20%	5%	-8%	-14%

Later entries
item	SMILES	TrxR1 substrate	Vif-A3G inh	RGS4 inhibitor	RXFP1 ag	12-LOX inh
25	Cc1nn(C)c2c1c(C(F)(F)F)cc(=O)n2Cc1ccc(Br)cc1F	4%[57.1 µM]	-2%	-6%	0.9%	-17%
26	Cc1cc(C(=O)Nc2nnc(C(F)(F)F)s2)cs1	4%	4%	-3%	1.1%	-5%
27	CCOc1ccc(-c2nnc(SCC(=O)Nc3ccccc3C(F)(F)F)o2)cc1	-2%	2%	22%	-2.8%	-20%
28	CCOC(=O)c1[nH]c2ccc(OC)cc2c1NC(=O)N1CCOCC1	23%[57.1 µM]	1%	38%	1.6%	-7%
29	CCCC(=O)N1CCN(Cc2ccc3c(c2)OCO3)CC1	-9%	0%	36%	-0.9%	16%
30	O=C(COc1ccc(C(=O)c2ccccc2)cc1)NCc1ccc(F)cc1	-7%	?	-10%	0.3%	-4%
31	COc1ccc(S(=O)(=O)Nc2c(C(=O)O)[nH]c3ccccc23)c(OC)c1	-11%	-3%	-32%	1.0%	-15%
32	COc1ccc(N(CC(=O)NC2CCCC2)C(=O)Cn2nnc(-c3ccc(OC)c(OC)c3)n2)cc1	-5%	2%	-33%	-1.1%	-5%
33	CCc1oc(C(=O)OC)cc1CSC(=N)N	-2%	0%	-18%	1.5%	-6%
34	CCOc1ccccc1NC(=O)C1CCN(C(=O)Cc2ccccc2)CC1	-6%[57.1 µM]	-3%	-12%	-0.7%	0%
35	COCCn1c(SCC(=O)Nc2ccc(N3CCOCC3)cc2)nc2ccccc21	5%[57.1 µM]	2%	-15%	-0.5%	-7%
36	Cc1cc(C)c2c(c1)OC(O)(C(F)F)CC2=O (stereo not given)	10%	0%	4%	0.3%	-1%

item	TrxR1 inh	Vif-A3F inh	IDH1 R132H inh	USP1 inh
25	21%[57.1 µM]	1%	-14%	-32%
26	15%	6%	46%[activator]	-14%
27	12%	0%	-2%	-11%
28	16%[57.1 µM]	2%	6%	0%
29	-8%	-10%	7%	3%
30	10%[57.1 µM]	-12%	3%	-11%
31	-14%	-5%	0%	-14%
32	22%[57.1 µM]	3%	4%	-10%
33	?	?	-5%	-1%
34	32%	-5%	9%	-6%
35	2%[57.1 µM]	-2%	1%	-8%
36	21%	-1%	-2%	6%

Entries by screen from the entries so far.
TrxR1 inh, entries 25–36, in order: 21%[57.1 µM], 15%, 12%, 16%[57.1 µM], -8%, 10%[57.1 µM], -14%, 22%[57.1 µM], ?, 32%, 2%[57.1 µM], 21%

New compounds follow.
item	SMILES	TrxR1 substrate	Vif-A3G inh	RGS4 inhibitor	RXFP1 ag	12-LOX inh
37	CCNC(=S)N1CCc2cc(OC)c(OC)cc2C1COc1ccccc1OC (stereo not given)	51%[activator][57.1 µM]	-4%	-16%	-1.7%	-11%
38	Cc1ccc(N(C)S(=O)(=O)c2ccc3[nH]c(=O)ccc3c2)cc1	-6%	-3%	2%	0.7%	-4%
39	CCOC(=O)C1=C(C)NC(C)=C(C(=O)OCC)C1C(=O)OCC(=O)NC	6%[57.1 µM]	2%	6%	3.2%	5%
40	Cc1cc(C)cc(NC(=O)C2CCCN2C(=O)Oc2ccccc2)c1 (stereo not given)	1%	-4%	6%	0.0%	-9%
41	COc1ccc(NS(=O)(=O)c2ccc(C)c(C(=O)NCC(c3ccco3)N(C)C)c2)cc1 (stereo not given)	2%	0%	4%	-1.3%	-1%
42	CCc1cc(C(=O)Nc2ccc(C)cc2Br)cs1	-5%	0%	-8%[56.9 µM]	-0.6%	2%

item	TrxR1 inh	Vif-A3F inh	IDH1 R132H inh	USP1 inh
37	28%[57.1 µM]	4%	-1%	-14%
38	5%	-13%	-2%	?
39	8%[57.1 µM]	-46%	1%	-18%
40	29%	0%	4%	-6%
41	-20%	-20%	-5%	-5%
42	-2%	-4%	8%	-6%

Not all compounds are listed; count on the stated rates, not on these rows.
